tim23-1 inh: tim23-1 yeast growth inhibition. S. cerevisiae tim23-1 growth, BacTiter-Glo luminescence, 24 h. inhibition, % at 20 µM. actives 1.3% (n = 330,000). AID 463212;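 active = growth inhibition of the mutant yeast at or above 50%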;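 also: temperature-sensitive mutant grown at 25 °C; plate controls were DMSO-treated mutant yeast for no effect and medium wells lacking yeast for full effect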
CHOP UPR activ: activators of apoptotic arm of unfolded protein response (CHOP) | CHO-CHOP luciferase reporter, UPR activation, luminescence; percent of tunicamycin response over DMSO baseline | activation, % at 10 µM | actives 0.34% (n = 330,000) | AID 449763;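 active = at 10 µM dose, activation of 40% or more, normalized to positive control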;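 also: 100% = tunicamycin at 10 µg/mL and 0% = DMSO alone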
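Assay system: CHO-CHOP cells, stable luciferase reporter of PERK-eIF2a-CHOP signalling / Buffer or medium: F12 plus 10% serum / Compound dosing: one dose, 10 µM in 0.5% DMSO / Times: 6 h compound treatment, 37 °C / Technique: luciferase luminescence / Read-out: % reporter activation, DMSO baseline versus tunicamycin full activation / Benchmarks: tunicamycin and DMSO controls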
NR3A LBD binder: modulates the human NR3A ligand-binding domain | NR3A LBD differential scanning fluorimetry, Tm shift; 0% = protein alone, 100% = glycine-bound protein | Tm shift relative to glycine control, % at 25 µM | actives 2.5% (n = 340,000);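 active = melting temperature shift of at least 10% of the positive control shift, at one fixed dose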
APJ agonist: agonists of human APJ apelin receptor; actives 0.11% (n = 330,000); CHO-K1 APJ PathHunter beta-arrestin, luminescence; 0% DMSO wells, 100% apelin; activation, % at 20 µM; P35414;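 active = activation more than six SD over the plate average, tested at 20 µM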;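 also: 0% = DMSO alone and 100% = apelin-13 at 10 nM; some results filed as inactive read as strong as hits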
Target sequence (P35414 whole entry, looked up): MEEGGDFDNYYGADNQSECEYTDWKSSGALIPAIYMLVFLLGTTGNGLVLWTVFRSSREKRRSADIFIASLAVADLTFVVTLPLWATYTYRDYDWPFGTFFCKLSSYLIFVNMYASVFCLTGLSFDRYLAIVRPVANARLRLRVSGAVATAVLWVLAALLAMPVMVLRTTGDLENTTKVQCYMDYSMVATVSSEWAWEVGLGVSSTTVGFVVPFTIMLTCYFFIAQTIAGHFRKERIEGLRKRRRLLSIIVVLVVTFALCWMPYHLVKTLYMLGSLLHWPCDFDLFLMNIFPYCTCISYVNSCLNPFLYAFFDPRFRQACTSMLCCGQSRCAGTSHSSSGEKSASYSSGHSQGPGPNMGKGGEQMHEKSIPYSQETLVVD
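system = engineered CHO-K1 APJ arrestin reporter cells | input = 1000 cells per well | timing = overnight seeding, 90 min compound at 25 °C, 1 h detection | measured by = enzyme-fragment complementation luminescence | read-out = beta-arrestin recruitment to APJ as agonist activity, luminescent signal | control set = negative DMSO alone, positive Apelin-13 at 10 nM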
tim10-1 inh: growth inhibitors of tim10-1 mutant yeast; S. cerevisiae tim10-1 ts strain growth, BacTiter-Glo, 24 h; inhibition, % at 20 µM; actives 2.2% (n = 330,000);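 active = inhibition of at least 40%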;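 also: mutant grown at 25 °C; 0% = DMSO wells with yeast and 100% = wells holding no yeast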
Mdm2-MdmX inh: human Mdm2/MdmX binding inhibition. O15151+Q00987. SaOS-2 split-luciferase Mdm2/MdmX complementation, luminescence. inhibition, % at 8 µM. actives 3% (n = 330,000). AID 485346;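 active = inhibition of at least 50% at 8 µM in the primary screen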
TIM10 inh: TIM10 yeast growth inhibition; AID 463195; actives 1.4% (n = 330,000); S. cerevisiae TIM10 strain growth, BacTiter-Glo luminescence, 24 h; inhibition, % at 10 µM;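 active = inhibition of 40% or more at the single tested concentration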;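 also: wild-type TIM10 isogenic control strain grown at permissive 25 °C; 0% = DMSO yeast wells and 100% = minimal medium wells without yeast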
XBP1 UPR activ: adaptive UPR (XBP1) activation | CHO-XBP1 luciferase reporter, IRE1-XBP1 UPR activation, luminescence; percent of tunicamycin response, DMSO as zero | activation, % at 20 µM | actives 0.33% (n = 330,000) | AID 463104;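 active = versus positive control, 20 µM dose yields 30% or more activation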;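 also: 100% = tunicamycin at 10 µg/mL and 0% = DMSO only wells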
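Material: CHO cell line with stable XBP1 luciferase reporter; schedule: 16-18 h cell attachment at 37 °C, then 6 h compound exposure; signal: glow luminescence from Steady-Glo reagent; medium: serum-containing F12 medium, 10% FBS; benchmarks: tunicamycin 10 µg/mL and vehicle-only wells; read-out: percent activation relative to tunicamycin reference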
NALP3 yeast inh: blocks the NALP3 inflammasome reconstituted in yeast; Yeast reconstituted NLRP3/ASC/caspase-1, beta-gal luminescence, 24 h; inhibition, % at 10 µM; actives 0.39% (n = 330,000); AID 2825;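 active = inhibition of 50% or more; inactive = inhibition below 50%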;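 also: plate controls were induced DMSO wells for no effect and uninduced yeast grown without galactose for full effect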
* = called active by the depositor; . = not tested or not shown. Outcome played no part in choosing rows; overall some 8.2% were active at least once.

SMILES | tim23-1 inh | CHOP UPR activ | NR3A LBD binder | APJ agonist | tim10-1 inh | Mdm2-MdmX inh | TIM10 inh | XBP1 UPR activ | NALP3 yeast inh
CC(=O)c1cc2c(cc1NC(=O)c1ccco1)OCCO2 | -8 | -0.4 | 0 | -2 | 13 | 17 | 15 | 3 | 3
COC(=O)N/N=C\c1ccc(OC(=O)c2ccco2)cc1 | -16 | -0.2 | -1 | -2 | -11 | -26 | 10 | -3 | -3
COC(=O)[C@H](C)NC(=O)Nc1ccc(C)c(C)c1 | -7 | -1.8 | 0 | -5 | -11 | 8 | -13 | -5 | -9
COc1cccc(C(=O)N/N=C/c2ccc(Oc3ccc([N+](=O)[O-])cn3)c(OC)c2)c1 | 24 | -1.2 | -2 | -2 | 7 | 19 | 28 | 3 | 14
CC(=O)N/C(=C/c1cccnc1)C(=O)Nc1ccc(Cl)cc1 | -2 | -1.0 | 0 | 4 | -8 | 7 | 0 | -3 | 20
COc1ccc(OCC(=O)Nc2nccs2)cc1 | -1 | -3.8 | -3 | -3 | 19 | -57 | -7 | -5 | 20
Cn1cccc1/C=N/N1CCN(Cc2cccc3ccccc23)CC1 | 18 | -0.1 | 1 | -1 | 12 | 2 | -5 | -1 | 26
CC(=O)N(C(C)=O)c1nc(-c2ccccc2)cn1/N=C/c1ccccc1 | 45 | -0.6 | 3 | 4 | 4 | 8 | 27 | -2 | -2
CN(Cc1ccccc1)C(=O)COC(=O)c1ccc(Br)c(S(=O)(=O)N2CCOCC2)c1 | 11 | 2.5 | 2 | -1 | -4 | 24 | 8 | -2 | 12
O=C(CSc1nncn1-c1ccccc1)Nc1cc(Cl)cc(Cl)c1 | -2 | 0.8 | 0 | -3 | 9 | 14 | -8 | -2 | 8
Cc1ccc(S(=O)(=O)c2cc3c(=O)n4ccccc4nc3n(Cc3ccco3)c2=N)cc1 | 23 | 7.4 | -7 | -2 | 32 | 24 | -4 | -2 | 13
CC(C(=O)NC1CCCCC1)N1C(=O)C2C3C=CC(C3)C2C1=O (stereo not given) | 2 | -0.4 | 2 | -3 | -1 | -8 | 1 | -1 | 12
CC1CCN(CCOc2ccc(Cl)c(Cl)c2)CC1 | -8 | -1.1 | 1 | -5 | -21 | 24 | -19 | -3 | 19
O=C(CCn1cnnn1)Nc1ccc(Cl)cc1Cl | -3 | 0.5 | 1 | -2 | 3 | -4 | 2 | -2 | -5
Cc1sc(NC(=O)C2CCCCC2C(=O)O)c(C(N)=O)c1-c1ccc(C(C)C)cc1 (stereo not given) | 23 | 5.2 | -2 | -1 | 15 | -6 | 7 | -3 | -2
O=C(CCCn1c(SCc2cccc(F)c2)nc2ccccc2c1=O)NCC1CCCO1 (stereo not given) | 20 | -0.3 | -1 | 2 | 14 | -7 | 16 | 2 | 10
O=C(CSc1nc(=O)n(CCCN2CCOCC2)c2c1CCCC2)Nc1cccc(Cl)c1 | 0 | -0.1 | 3 | 5 | -20 | 2 | -2 | -4 | -2
CCC1Oc2ccccc2N(CC(=O)NCCCN2CCN(Cc3ccccc3)CC2)C1=O (stereo not given) | -12 | -1.5 | 1 | -6 | -18 | 17 | -9 | 1 | -3
COC(=O)c1cc(C(=O)CSc2nc(C)cc(C)n2)ccc1O | 3 | -1.4 | 4 | -3 | 12 | 11 | 12 | -7 | 14
C/C(N)=C(/C#N)C(=O)COC(=O)C1=NN(c2ccccc2)C(=O)CC1 | -9 | 0.5 | 0 | 1 | 1 | -15 | 1 | -5 | 12

Shown field by field: 3 of the compounds above.
C/C(N)=C(/C#N)C(=O)COC(=O)C1=NN(c2ccccc2)C(=O)CC1
  tim23-1 inh: -9	CHOP UPR activ: 0.5	NR3A LBD binder: 0	APJ agonist: 1	tim10-1 inh: 1	Mdm2-MdmX inh: -15	TIM10 inh: 1	XBP1 UPR activ: -5	NALP3 yeast inh: 12
Cn1cccc1/C=N/N1CCN(Cc2cccc3ccccc23)CC1
  tim23-1 inh: 18	CHOP UPR activ: -0.1	NR3A LBD binder: 1	APJ agonist: -1	tim10-1 inh: 12	Mdm2-MdmX inh: 2	TIM10 inh: -5	XBP1 UPR activ: -1	NALP3 yeast inh: 26
COC(=O)[C@H](C)NC(=O)Nc1ccc(C)c(C)c1
  tim23-1 inh: -7	CHOP UPR activ: -1.8	NR3A LBD binder: 0	APJ agonist: -5	tim10-1 inh: -11	Mdm2-MdmX inh: 8	TIM10 inh: -13	XBP1 UPR activ: -5	NALP3 yeast inh: -9

(further entries)
SMILES | tim23-1 inh | CHOP UPR activ | NR3A LBD binder | APJ agonist | tim10-1 inh | Mdm2-MdmX inh | TIM10 inh | XBP1 UPR activ | NALP3 yeast inh
CC(C)c1ccc(NS(=O)(=O)c2ccc3c(c2)oc(=O)n3C)cc1 | 6 | 0.6 | -1 | 1 | 14 | 17 | -16 | 1 | -16
CCCCNC(=O)CSc1nnc(NC(C)=O)s1 | -5 | -0.5 | -1 | -3 | -4 | 11 | 8 | -1 | 21
NS(=O)(=O)c1ccc(N/N=C/c2ccc(O)cc2O)c([N+](=O)[O-])c1 | 4 | -0.6 | 30* | 1 | 2 | 25 | -6 | 2 | 7
C=CC[C@@H](CC(=O)N[C@@H](CO)Cc1ccccc1)C(=O)N[C@H](COC(=O)[C@H](CC=C)CC(=O)OC(C)(C)C)Cc1ccccc1 | -1 | 1.3 | 3 | -3 | -4 | 12 | -4 | 32* | 33
CCCC(=O)Nc1nc(C)c(-c2csc(Nc3ccccc3C)n2)s1 | 9 | 3.0 | -8 | -4 | 11 | 27 | 5 | -2 | 16
COc1cc(/C=N/Nc2cccc3cccnc23)cc(OC)c1O | 13 | 5.8 | -10 | 5 | 9 | 41 | 15 | 5 | 9
CC(C)(C)c1[nH]nc2c1C(c1ccsc1)C(C#N)=C(N)O2 (stereo not given) | 18 | -1.5 | -2 | -3 | 20 | 8 | 11 | -7 | 1
CCOC(=O)C1=C(C2=CCCCC2)c2ccc(OC)cc2N(S(=O)(=O)C(F)(F)F)C1C(=O)OCC (stereo not given) | 53* | 5.1 | -2 | . | 36 | 0 | 25 | 3 | .
O=C(COC(=O)c1cncc(Br)c1)NCc1cccs1 | 10 | 0.7 | -1 | 0 | 2 | 0 | 0 | -2 | 18
O=C(c1cccc(S(=O)(=O)N2CCOCC2)c1)N(Cc1ccco1)Cc1cccs1 | 25 | -2.5 | -3 | -3 | 30 | -4 | 13 | 0 | 13
O=C(NCCN1CCOCC1)c1ccc(Cl)c(S(=O)(=O)N2CCCCC2)c1 | 3 | -1.3 | 0 | 1 | -4 | 4 | -1 | -7 | 24
CCCCn1c(SCC(=O)NCc2ccco2)nc2ccc(N3CCOCC3)cc2c1=O | 1 | 6.2 | -3 | 8 | 19 | -6 | 10 | 4 | 12
O=C(O)c1ccc(CSCc2ccccc2F)o1 | 11 | 2.1 | -2 | -2 | -3 | 7 | -5 | -1 | 12
O=C(COC(=O)c1ccccc1Br)NC1CCCCCCC1 | 48 | 1.4 | 0 | -3 | 3 | -22 | -2 | 2 | 29
Cc1cc(/C([O-])=C(/C(=S)Nc2ccccc2)[n+]2ccccc2)c(C)n1-c1ccccc1 | 15 | 0.3 | -1 | -2 | 28 | 21 | 19 | -2 | 22
C=CCN1CC2CC3(COc4cc(C)cc(C)c4)C=CC2(O3)C1=O (stereo not given) | 19 | -2.0 | 2 | -1 | 7 | 13 | 13 | -7 | 0
CCC(C)(C)NC(=O)c1cc([N+](=O)[O-])ccc1N1CCOCC1 | 8 | 0.6 | -8 | -5 | 1 | 4 | 6 | 1 | 14
COc1ccc(CNS(=O)(=O)c2ccc3c(c2)CCN3C(=O)C2CCC2)cc1 | 16 | -0.6 | 1 | -2 | 26 | 29 | -1 | -4 | 9
O=C(NC1=NC2CCCCC2N1)c1ccccc1 (stereo not given) | 0 | -4.4 | 1 | -2 | 7 | -9 | -2 | -6 | 10
COc1ccc2[nH]c(=O)c(CN(Cc3cccs3)Cc3nnnn3C(C)(C)C)cc2c1 | 20 | 3.2 | -9 | 4 | 15 | -11 | 13 | 0 | 9
CCCCCOC(=O)Cn1c(SCC(=O)Nc2ccccc2)nc2c1c(=O)[nH]c(=O)n2C | -8 | -0.4 | 0 | -1 | -2 | 11 | -16 | -5 | -5
Cc1onc(-c2ccccc2)c1C(=O)Nc1ccc(S(=O)(=O)N2CCCC2)cc1 | 3 | 0.2 | -2 | -2 | 27 | 6 | 26 | 0 | -4
COc1ccc(-n2nc([N+](=O)[O-])c(=NCCc3ccc(Cl)cc3)n2O)cc1 | 11 | -1.9 | 2 | 15 | 19 | -11 | 19 | 1 | 3
COc1ccc(-c2nnc(SCc3ncc(-c4ccccc4)o3)o2)cc1 | 9 | 0.4 | 0 | -1 | 23 | 31 | 14 | 1 | 38
CC(=O)Nc1ccc(NC(=O)C(C)OC(=O)CN(C)S(=O)(=O)c2ccc(Cl)cc2)cc1 (stereo not given) | 1 | -0.8 | 15* | 8 | 11 | 4 | -11 | -1 | 9
O=c1c2ccccc2cnn1Cc1n[nH]c(=S)n1C1CC2CCC1C2 (stereo not given) | 12 | 2.3 | 0 | -3 | 11 | -6 | 14 | -4 | 19
CCCCc1nc(C(N)=O)c2[nH]c(=O)n(-c3ccccc3F)c2n1 | 3 | 1.9 | 0 | -1 | 2 | 13 | 12 | 4 | 4
O=C(COC(=O)C1=COCCO1)NC1CCCCCCC1 | 12 | 0.8 | 3 | -2 | 5 | 9 | -26 | 0 | 3
CCc1ccc(C(C)(O)C(CN2CCOCC2)c2ccccc2)cc1 (stereo not given) | 37 | 1.4 | 3 | -6 | 5 | -6 | 20 | 1 | 16
O=C(CCN1C(=O)/C(=C/c2ccc(Cl)cc2)SC1=S)NCCCn1ccnc1 | 18 | 2.6 | 5 | -2 | 21 | 16 | 2 | -3 | 15
O=C1CCC(c2ccc(-n3ccnc3)cc2)=NN1 | -15 | -1.6 | 0 | -1 | 8 | -7 | 4 | -5 | 15
COc1ccc(S(=O)(=O)N2CCC(C(=O)NCCc3ccccc3)CC2)cc1OC | 4 | 1.5 | -2 | -5 | 0 | -10 | 8 | -2 | -1
O=C(NC1CCCCCC1)c1ccc(CS(=O)(=O)Cc2ccc(F)cc2)o1 | 17 | 6.5 | 0 | -4 | -2 | -12 | -2 | 1 | 1
CSCCC(NC(=O)COc1ccccc1)C(=O)NCC1COc2ccccc2O1 (stereo not given) | 10 | -0.8 | 0 | -2 | 20 | 3 | 6 | -1 | 0
O=C(NCC(=O)N1CCCCCC1)c1ccc(Cl)cc1 | 17 | 4.7 | -2 | -2 | 2 | 7 | -4 | 1 | -2
Cc1nc(-c2ccc(F)cc2)c(CC(=O)N2CCN(S(=O)(=O)c3cccc(Cl)c3)CC2)s1 | 24 | 0.3 | 2 | -4 | 20 | 21 | 2 | 0 | 10
COc1cccc(/C=C/C(=O)NNC(=O)c2ccncc2)c1 | -14 | 0.5 | 1 | -2 | -31 | 24 | 4 | -2 | 15
Cc1ccc2[nH]c(=O)c(NC(N)=S)nc2c1 | 3 | -2.2 | 11* | -4 | 15 | 16 | 9 | 1 | 1
Cc1cc(C)cc(OCc2nnc(N)s2)c1 | -1 | 3.5 | -2 | -1 | -1 | 14 | 23 | -2 | 9

Screening results as filed in PubChem BioAssay.
